GLP1R ag: GLP-1 receptor (human) agonism | P43220 | HEK293 GLP-1R CRE-luciferase, luminescence, 4-6 h; cells express a hypersensitive GLP-1R form | Potency, µM (top dose mostly 45.6 µM), for the others: at the top dose activation, usual class: activators | 380,000 tested, 0.007% active; note: potency is the fitted concentration of half-maximal effect; % of control where 0% means no effect
Target sequence (P43220 whole entry, looked up): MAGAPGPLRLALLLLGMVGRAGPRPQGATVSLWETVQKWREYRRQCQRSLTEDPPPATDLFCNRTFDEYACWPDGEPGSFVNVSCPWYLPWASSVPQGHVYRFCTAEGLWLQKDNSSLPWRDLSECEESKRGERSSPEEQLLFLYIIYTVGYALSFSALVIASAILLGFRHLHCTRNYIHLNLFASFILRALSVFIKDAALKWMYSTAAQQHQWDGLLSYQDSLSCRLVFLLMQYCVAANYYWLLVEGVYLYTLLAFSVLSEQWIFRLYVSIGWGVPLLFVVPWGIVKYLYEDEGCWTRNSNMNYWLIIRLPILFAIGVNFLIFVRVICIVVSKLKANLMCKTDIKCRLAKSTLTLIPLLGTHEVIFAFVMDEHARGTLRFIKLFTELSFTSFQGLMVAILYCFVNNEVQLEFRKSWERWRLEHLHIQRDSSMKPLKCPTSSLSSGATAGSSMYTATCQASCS
PTHR1 agonist: agonists of human PTHR1 parathyroid hormone receptor; Q03431; HEK293 GP2 PTHR1 cells, GloSensor cAMP luminescence, 1 h; Potency, µM (top dose mostly 115 µM), without a hit: at the highest dose activation, actives largely listed as activators; 410,000 tested, 0.075% active; AID 743266; note: potency is the fitted concentration of half-maximal effect; nearly all actives have a fitted effect of over 55% in size; some results filed as inactive show a strong effect at the top dose; inactives centre near -15; many of its hits are not listed in these tables
Target sequence (Q03431 whole entry, looked up): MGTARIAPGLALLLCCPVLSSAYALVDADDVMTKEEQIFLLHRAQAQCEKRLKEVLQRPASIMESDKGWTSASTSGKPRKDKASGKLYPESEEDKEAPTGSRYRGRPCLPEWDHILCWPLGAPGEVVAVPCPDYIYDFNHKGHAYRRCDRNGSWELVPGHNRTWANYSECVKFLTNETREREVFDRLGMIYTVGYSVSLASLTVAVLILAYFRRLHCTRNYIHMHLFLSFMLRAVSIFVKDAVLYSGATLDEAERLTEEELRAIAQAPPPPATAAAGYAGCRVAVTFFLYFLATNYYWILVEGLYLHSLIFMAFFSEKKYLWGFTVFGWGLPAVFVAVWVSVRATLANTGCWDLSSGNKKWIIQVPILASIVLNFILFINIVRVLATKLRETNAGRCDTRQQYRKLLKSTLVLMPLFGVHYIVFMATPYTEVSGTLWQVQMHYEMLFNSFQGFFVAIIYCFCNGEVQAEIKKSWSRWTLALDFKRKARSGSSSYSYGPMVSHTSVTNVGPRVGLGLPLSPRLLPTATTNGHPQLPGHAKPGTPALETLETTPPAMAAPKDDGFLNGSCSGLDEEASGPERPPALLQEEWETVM
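HEK-293-derived GP2 cells expressing PTHR1 and a GloSensor cAMP reporter, 3,000/well, plated overnight, given luciferin plus IBMX (each 0.5 mM as added) for 1 h at 37 °C, then compound for 1 h at 37 °C. Luminescence was read after 15 min at room temperature.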
GLP-1R inv ag: inverse agonists of human GLP-1 receptor. P43220. HEK293 GLP-1R CRE-luciferase, luminescence, 24 h; GLP-1R form is constitutively active. Potency, µM (doses to about 38.3 µM), for the others: top-dose activity change, negative = inhibition, hits mostly inhibitors. 410,000 tested, 1.6% active. AID 624417; note: potency is the fitted concentration of half-maximal effect; % is set by controls: 0 for no effect and ±100 for the full control effect; nearly all actives have a fitted effect of over 55% in size
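GLP-1R inverse agonism mode: basal reporter luminescence in engineered HEK293 cells measured after one day of compound exposure at 37 deg C, with a 12 min room-temperature detection step.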
FUS yeast rescue: FUS proteinopathy suppression in yeast. S. cerevisiae FUS-expressing, growth rescue, OD600, 24 h. Potency, µM (series often up to 76.6 µM), without a hit: at the highest dose growth rescue (activation), usual class: activators. 390,000 tested, 0.24% active;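 note: potency is the fitted concentration of half-maximal effect; plate controls were DMSO vehicle for no effect and reference control for full effect; nearly all actives have a fitted effect of over 55% in size; some results filed as inactive show a strong effect at the top dose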
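Read-out: OD at 600 nm after 24hr at 30C, reporting rescue of FUS-induced yeast toxicity. Cells at OD 0.005 in galactose (2%) minimal medium; compounds tested in a dilution series; CP55940 titration from 92uM final as control.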
aSyn rescue: alpha-synuclein toxicity inhibition in yeast. Yeast expressing alpha-synuclein, growth rescue, BacTiter-Glo, 24 h. Potency, µM (top dose mostly 46.1 µM), without a hit: at the highest dose growth rescue (activation), hits mostly activators. 370,000 tested, 0.14% active; note: potency is the fitted concentration of half-maximal effect; % of control where 0% means no effect; nearly all actives have a fitted effect of over 65% in size
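Screening used galactose-induced yeast with toxic alpha-synuclein levels, exposed to compound for 24 hr at 30 deg C. Cell growth, read with BacTiter-Glo luminescence, gave the measured signal.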
Abeta rescue: restores growth of yeast expressing A-beta42 peptide; yeast expressing A-beta42, growth rescue, OD600, 48 h; response scale: 0% DMSO, 100% iron-clioquinol control; Potency, µM (doses to about 46.1 µM), inactives show at the highest dose growth rescue, hits mostly activators; 410,000 tested, 0.063% active; note: potency is the fitted concentration of half-maximal effect; nearly all actives have a fitted effect of over 55% in size
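Yeast growth medium received pinned compounds, then yeast cells expressing toxic A-beta were added; plates incubated at 30 C for 48 hr. Growth read as absorbance at 600 nm, normalized to DMSO and equimolar FeCl3 plus clioquinol controls.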
Akt phos inh: blocks phosphorylation of Akt; activity change, % for hits at 50 µM; AID 651550; Neuro2A IGF-stimulated pAkt S473 HTRF, 20 min; stronger effect = lower value; 360,000 tested, 0.32% active; in the data active = activity change below about -80%; inconclusive = mostly about -51% to -80%; note: % is set by controls: 0 for no effect and ±100 for the full control effect
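Single-point screen (50 µM final compound) in Neuro2A cells stimulated 20 min with 6 nM IGF at 37 deg C. After lysis, Ser473-phosphorylated Akt read by HTRF (ex 330 nm, em 615/665 nm) as the 665/615 ratio.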
TDP-43 yeast inh: TDP-43 toxicity inhibition in yeast. Potency, µM (series often up to 46.1 µM), inactives show top-dose growth rescue (activation), usual class: activators. 410,000 tested, 1.8% active. TDP-43 expressing yeast growth rescue, BacTiter-Glo, 24 h; note: potency is the fitted concentration of half-maximal effect; % of control where 0% means no effect; nearly all actives have a fitted effect of over 50% in size
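Growth rescue of TDP-43-toxic yeast measured as ATP luminescence (BacTiter-Glo). Cells grown to mid-log in raffinose, induced in galactose at OD600=0.02, exposed to compound 24 hr at 30 deg C.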
D3 antag: D3 dopamine receptor (human) antagonism. P35462. D3R cells, DiscoveRx beta-arrestin luminescence, antagonist mode; stronger effect = lower value. max response, negative = inhibition, %. 360,000 tested, 2.5% active. AID 652054; in the data active = max response below about -50%; inconclusive = no clear call, values can overlap the other calls; note: % is set by controls: 0 for no effect and ±100 for the full control effect; mostly tested at two doses, the higher about 12 µM
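Cells expressing the human receptor were seeded at 1500 cells/well, incubated overnight at 37 degrees C in 5% CO2, then exposed to library compounds with dopamine controls for 90 minutes at 37 degrees C before luminescent detection.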
An asterisk follows results filed as active; i = inactive; ? = inconclusive; · = no result given; [ ] = dose if it differs, or a comment. Unless noted, calls come from the whole dose curve; as a rule, active = well fitted curve in the direction sought with a large enough effect; inconclusive = small, poorly fitted or top-dose-only effect, or another doubt; inactive = no such curve, though single readings can be large; an effect the other way counts as inactive or inconclusive. An excerpt; the hit share may differ from the screen's.

SMILES	GLP1R ag	PTHR1 agonist	GLP-1R inv ag	FUS yeast rescue	aSyn rescue	Abeta rescue	Akt phos inh	TDP-43 yeast inh	D3 antag
Cc1cccc(N(Cc2ccccc2)C(=O)c2ccc(S(C)(=O)=O)cc2)c1	13%	-21%	-29%	·	-4%	-4%	i	2%	-10
C#CC[N+](C)(C)CC#Cc1ccccc1	0%	i	?	5%	-3%	-9%	i	3%	-13
CCN(CCCNC(=O)CCc1nc(-c2ccc(OC)cc2)no1)c1cccc(C)c1	8%	-10%	?	?	4%	16%	i	17%	0
CCN(CC)S(=O)(=O)c1ccc(NS(=O)(=O)c2ccc(C)c(C)c2)cc1	12%	-23%[57.5 µM]	-3%	38%	-6%	16%	i	0%	?
Cc1ccc2c(CC(=O)Nc3ccc(S(=O)(=O)N4CCCCC4)cc3)coc2c1	·	-22%	?	?	·	9%	·	?	·
CS(=O)(=O)N1CCN(c2ccc([N+](=O)[O-])c(NCc3ccccc3)c2)CC1	6%	i	53%[activator]	-9%	-8%	-8%	·	-14%	-12
CC(=O)c1cccc(S(=O)(=O)NC2CCCCCC2)c1	1%	i	10%	-12%	-8%	15%	i	-6%	-1
O=C(CNC(=O)c1ccco1)NCC(=O)OCc1ccc(Cl)cc1	3%	i	-4%	-1%	3%	10%	i	13%	12
CCOC(=O)c1sc(=S)n(C)c1C	0%	-1%[57.5 µM]	4%	-12%	-7%	20%	i	?	0
COc1cccc(CNC(=O)CCC2CCCN(C(=O)c3cccc(Cl)c3)C2)c1 (stereo unspecified)	2%	-1%	11%	22%	-1%	17%	i	5%	-1
O=C(Nc1nnc(C2CC2)o1)c1ccc(S(=O)(=O)N2CCCCC2)cc1	0%	-22%	-23%	53%	?	?	i	8%	6
CCC(C(=O)OCC(=O)Nc1c(C)nn(-c2ccccc2)c1C)c1ccccc1 (stereo unspecified)	7%	1%	?	24%	-5%	14%	i	1%	0
COc1cccc(Cn2cc(/C=N/NC(=O)c3cc(O)cc(O)c3)c3ccccc32)c1	-1%	-11%	?	22%	1%	14%	i	25%	14
COc1cccc(-n2cc(C(=O)Nc3cc(C)c(Cl)cc3OC)c3ccccc3c2=O)c1	·	i	-4%	41%	·	-12%	·	20%	·
O=C(/C=C/c1ccco1)Nc1scc(-c2ccccc2)c1C(=O)O	-5%	-28%	?	?	10%	-30%[inhibitor]	i	-68%[inhibitor]	11
Cc1ccsc1C(=O)OCC(=O)NCc1ccc(Cl)cc1	-2%	-27%	-20%	-9%	-1%	-3%	i	9%	-8
COc1ccc(N2C(=O)N3[C@H](c4cccc(C)c4)[C@@H]4C(=O)N(Cc5ccccc5)C(=O)[C@@H]4[C@]3(Cc3ccccc3)C2=O)cc1	-4%	-3%	-3%	23%	2%	5%	i	8%	-6
Cc1ccc(F)cc1S(=O)(=O)NCc1ccc(N2CCN(C)CC2)cc1	2%	i	?	2%	0%	-7%	i	6%	-27
COC(=O)CCN(c1ccccc1)S(=O)(=O)c1cc(-c2cc(C)no2)ccc1C	12%	-29%	?	33%	1%	-28%	i	10%	-9
CC(C)=C1C(=O)NN(c2cccc(Cl)c2)C1=O	0%	i	10µM*	35%	-5%	4%	i	-14%	-25
Cc1nc(N2CCCC2)c2c(C(=O)Nc3cccc(C)c3C)c(C)oc2n1	·	i	-3%	33%	·	-36%[inhibitor]	·	-12%	·
Cc1ccc(N2CCN(C(C(=O)Nc3c(C)cccc3C)c3cc4ccccc4o3)CC2)cc1 (stereo unspecified)	·	i	23%	?	2%	4%	i	1%	-5
COc1ccc(C(=O)N2CCC(C)(C(=O)NS(=O)(=O)C3CC3)C2)c(OC)c1 (stereo unspecified)	-6%	i	6%	-24%	0%	-15%	i	24%	-2
Cc1cc(=O)nc2c3ccccc3n(CC(=O)NCCCN3CCOCC3)n12	-2%	4%	2%	-2%	5%	-5%	i	?	12
O=C(O)C1CCCCC1C(=O)Nc1nc(-c2ccc(Cl)s2)cs1 (stereo unspecified)	1%	?	4%	19%	-2%	-9%	i	-23%[9.22 µM]	8
O=C1NCCN(Cc2c(F)cccc2Cl)C1CC(=O)N1CCCCO1 (stereo unspecified)	-1%	i	6%	-24%	-9%	-6%	i	-7%	-21
Cc1nc2ccccc2n1CC(O)COc1ccc(C(=O)O)cc1 (stereo unspecified)	·	i	-8%	3%	·	-6%	·	11%	·
CCN(CC)C(=O)c1sc2c(c1C)c(=O)n(-c1ccc(C)c(C)c1)c(=O)n2CC(=O)Nc1ccc(OC)cc1OC	·	?	-1%	?	·	-10%	·	-4%	·
CC1(C)Nc2ccccc2C(=O)N1NS(=O)(=O)c1ccccc1	-2%	i	-3%	·	3%	7%	i	27%	12
O=C(COC(=O)c1cccnc1Cl)Nc1ccc(S(=O)(=O)N2CCOCC2)cc1	8%	i	-6%	20%	-5%	-2%	i	-18%	-12
CC(C)(C)NC(=O)N1CCCN(c2ccc(C(F)(F)F)cn2)CC1	-1%	-39%[inhibitor]	?	32%	5%	14%	i	5%	9
NS(=O)(=O)c1ccc(NC(=O)COc2cccc3ccccc23)cc1	-1%	i	?	·	-2%	-2%	i	16%	-15
COc1ccc(N2CCN(CCCNC(=O)Cn3c(-c4cccs4)cc4ccccc43)CC2)cc1	·	i	?	7%	·	12%	·	0%[9.22 µM]	·
COC(=O)c1ccc(C2/C(=C(\O)c3ccc4c(c3)OCCO4)C(=O)C(=O)N2CCCN(C)C)cc1 (stereo unspecified)	-5%	i	17%	13%	-1%	-10%	i	-11%	8
CNC(=O)Nc1ccc(S(N)(=O)=O)cc1	6%	1%	1%	42%	1%	2%	i	3%	2
O=C1c2cccc3cc([N+](=O)[O-])cc(c23)C(=O)N1CC1CCCO1 (stereo unspecified)	1%	-26%	15%	6%	-12%	-19%	i	?	17
CC(C)Cn1c(N)c(C(=O)COC(=O)CN2C(=O)C3CC=CCC3C2=O)c(=O)n(C)c1=O (stereo unspecified)	5%	-42%[inhibitor]	-3%	3%	1%	-2%	i	9%	10
CCCc1nn2c(=O)cc(CSCC(=O)Nc3ccc(C)cc3)nc2s1	2%	i	-14%	1%	-5%	-7%	i	-14%	-5
C#CCOc1ccc(/C=N/O)cc1Cl	1%	-7%	19%	·	-5%	-4%	i	17%	13
O=C1CC(c2ccccc2)Cc2[nH]c(=O)c(-c3nc(-c4ccc(Cl)c(Cl)c4)cs3)cc21 (stereo unspecified)	·	-14%	5%	0%	·	4%	·	16%	·

3 entries drawn at random from the list so far, as already listed:
SMILES	GLP1R ag	PTHR1 agonist	GLP-1R inv ag	FUS yeast rescue	aSyn rescue	Abeta rescue	Akt phos inh	TDP-43 yeast inh	D3 antag
CCOC(=O)c1sc(=S)n(C)c1C	0%	-1%[57.5 µM]	4%	-12%	-7%	20%	i	?	0
O=C1CC(c2ccccc2)Cc2[nH]c(=O)c(-c3nc(-c4ccc(Cl)c(Cl)c4)cs3)cc21 (stereo unspecified)	·	-14%	5%	0%	·	4%	·	16%	·
C#CC[N+](C)(C)CC#Cc1ccccc1	0%	i	?	5%	-3%	-9%	i	3%	-13

More entries:
SMILES	GLP1R ag	PTHR1 agonist	GLP-1R inv ag	FUS yeast rescue	aSyn rescue	Abeta rescue	Akt phos inh	TDP-43 yeast inh	D3 antag
O=C(CSc1nc2ccccc2o1)Nc1nncs1	-3%	i	12%	4%	1%	10%	-116%*	2%	0
O=C(CCCn1cc([N+](=O)[O-])cn1)NCc1ccccc1	5%	i	26%	-9%	2%	2%	i	7%[9.22 µM]	-1
COc1cc(C(=O)Nc2ccc(S(=O)(=O)Nc3nccc(C)n3)cc2)cc(OC)c1OC	5%	i	30%	11%	-4%	3%	i	-2%	-18
CN(CC(=O)Nc1ccc(F)c(F)c1F)C(=O)c1cc(S(=O)(=O)N(C)C)ccc1N1CCCC1	9%	-5%	14%	15%	-2%	0%	i	17%	3
COc1cccc(N2CCN(C(=O)C3CCN(S(=O)(=O)c4cn(C)cn4)CC3)CC2)c1	·	4%	2%	24%	·	-6%	·	1%	·
CCOc1ccc(/C=C(\C(=O)O)c2ccc(S(=O)(=O)N3CCOCC3)s2)cc1OC	0%	-9%	8%	12%	6%	-5%	i	5%	6
c1cc(SC2CCCCC2)cc(-c2nc3cnccn3c2NC2CCCCC2)c1	-5%	-36%[inhibitor]	?	36%	-30%[inhibitor]	3%	i	22µM*	53
COc1ccc(CCn2c(N3CCN(C)CC3)nc3c2c(=O)[nH]c(=O)n3C)cc1	3%	-5%	7%	0%	-7%	16%	i	-6%	31
N#Cc1c(N2CCOCC2)nc(-c2ccco2)c2c1CCCC2	6%	-81%[inhibitor][57.5 µM]	?	?	19%	-18%	i	12%	-18
CCOC(=O)Cn1nnnc1CN(Cc1ccc(OC)cc1)Cc1cc2cc(CC)ccc2[nH]c1=O	15%	1%[57.5 µM]	26%	?	-1%	-2%	i	-22%	-23
Cc1c(NS(=O)(=O)c2ccc(C(C)(C)C)cc2)c(=O)n(-c2ccccc2)n1C	·	i	-3%	22%	·	8%	·	?	·
CCOc1ccc(S(=O)(=O)NCCc2ccccn2)cc1	10%	i	3%	·	-4%	-16%	i	3%	5
O=c1c2ccccc2nc(COc2ccccc2)n1/N=C/c1c[nH]c2ccccc12	16%	-13%	4%	·	0%	9%	i	5%	14
Cc1ccc(NC(=O)COC(=O)CCc2ccc(S(=O)(=O)N3CCOCC3)cc2)cc1F	5%	-1%	2%[7.66 µM]	17%	2%	2%	i	6%[9.22 µM]	4
CC(SCC(=O)O)c1nc2ccccc2[nH]1 (stereo unspecified)	-2%	i	3%	-13%	2%	-1%	i	-13%	-13
COC(=O)c1cc(C(=O)CC(C)C)c[nH]1	4%	-9%	19%	-25%	0%	-11%	i	-6%	-14
Cc1cccc(-c2nc(C#N)c(N3CCCCC3)o2)c1	8%	i	4%	-26%	-1%	4%	i	5%	-17
